FBPA coupling cs: counter-screen for Giardia aldolase inhibitors: coupling enzyme system | coupling enzyme system counterscreen, AmpLite Red fluorescence | activity change, negative = inhibition, % at 58.2 µM, hits read low | 290,000 compounds, 0.67% hits; in the data active = activity change below about -30%; note: % is set by controls: 0 for no effect and ±100 for the full control effect
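Counterscreen lacking aldolase: glyceraldehyde-3-phosphate coupling-enzyme reagent preincubated 10 min at RT with compound (at 57.5 uM final), then substrate/coupling system with AmpLite Red added; fluorescence read at 525/598 nm after 20 min RT.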
ELG1 genotox: induces genotoxicity in HEK293T cells with luciferase-tagged ELG1 | Potency, µM (titrated, usually from 46 µM), for the others: at the top dose activity change, positive = activation, hits mostly activators | 330,000 compounds, 1.3% hits | HEK293T ELG1-luciferase reporter, luminescence, 16 h; note: potency is the fitted concentration of half-maximal effect; % of control where 0% means no effect; nearly all actives have a fitted effect of over 60% in size
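DMSO vehicle served as control against compound-treated ELG1-luciferase HEK293T cells; exposure lasted 16 hr at 37 °C and 5% CO2, followed by ONE-Glo luminescence detection after 30 min.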
Gal4-VP16 FLuc: inhibits Gal4-VP16 luciferase reporter, ROR gamma counter-screen; 310,000 compounds, 3.5% hits; AID 2546; Potency, µM (titrated, usually from 53.6 µM), without a hit: at the highest dose activity, negative = inhibition, most hits filed as inhibitors; Drosophila S2 Gal4-VP16 UAS-luciferase, luminescence, 20 h;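 note: Gal4-VP16 expression switched on by copper sulfate through the metallothionein promoter; potency is the fitted concentration of half-maximal effect; % is set by controls: 0 for no effect and ±100 for the full control effect; nearly all actives have a fitted effect of over 50% in size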
uPA generation: blocks generation of uPA at the cell surface. cell surface uPA generation assay, qHTS. Potency, µM (titrated, usually from 38.3 µM), inactives show top-dose activity change, negative = inhibition, usual class: inhibitors. 330,000 compounds, 0.31% hits. AID 540303; active = well fitted inhibition curve with a large enough effect; inconclusive = small, poorly fitted or top-dose-only effect; inactive = no such curve, though single readings can be large or run the other way; tested in mouse RAW 264.7 cells; note: potency is the fitted concentration of half-maximal effect; % is set by controls: 0 for no effect and ±100 for the full control effect; nearly all actives have a fitted effect of over 55% in size
RORgamma inh: blocks mouse ROR gamma transcriptional activity; P51450; Drosophila S2 Gal4-RORgamma UAS-luciferase reporter, 20 h; Potency, µM (doses to about 53.6 µM), without a hit: at the top dose activity change, negative = inhibition, actives largely listed as inhibitors; 310,000 compounds, 5.4% hits; AID 2551; note: potency is the fitted concentration of half-maximal effect; % is set by controls: 0 for no effect and ±100 for the full control effect; nearly all actives have a fitted effect of over 60% in size
Target sequence (P51450 whole entry, looked up, the tested form may be a part): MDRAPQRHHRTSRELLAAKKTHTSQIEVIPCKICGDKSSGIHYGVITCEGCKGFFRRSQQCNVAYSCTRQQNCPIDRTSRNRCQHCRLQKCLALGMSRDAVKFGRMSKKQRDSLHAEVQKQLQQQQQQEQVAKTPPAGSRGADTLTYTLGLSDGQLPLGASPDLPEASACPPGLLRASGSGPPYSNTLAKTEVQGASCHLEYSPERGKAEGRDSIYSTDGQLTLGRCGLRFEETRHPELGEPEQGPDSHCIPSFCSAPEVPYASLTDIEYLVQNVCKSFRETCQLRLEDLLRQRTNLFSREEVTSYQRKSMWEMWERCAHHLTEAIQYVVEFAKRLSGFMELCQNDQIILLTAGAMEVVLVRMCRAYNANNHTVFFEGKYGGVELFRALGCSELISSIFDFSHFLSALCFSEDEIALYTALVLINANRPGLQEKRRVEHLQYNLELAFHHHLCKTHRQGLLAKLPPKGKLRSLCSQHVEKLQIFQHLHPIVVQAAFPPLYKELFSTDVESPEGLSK
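Schneider cells (Drosophila), stable Gal4 DBD–ROR gamma + UAS-luc; 1 hr cmpd preincubation; Cu2+ induction 700 uM final; 20 hr ambient; luminescence.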
Giardia killer: kills Giardia lamblia. Giardia lamblia trophozoite viability. activity change, % at 7.66 µM, hits read low. 340,000 compounds, 0.15% hits; in the data active = activity change below about -80%; inconclusive = between about -30% and that limit;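 note: parasites exposed to compound for two days anaerobically before the ATP read; % is set by controls: 0 for no effect and ±100 for the full control effect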
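Luminescence from cellular ATP indicates surviving trophozoites (100 cells/well) following 48 hrs anaerobic compound treatment at 37 deg C; signal develops 15-30 min at room temperature.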
NPC1 prom act: activators of NPC1 promoter; Huh7 NPC1 promoter luciferase reporter, 24 h; Potency, µM (highest dose often 9.22 µM), without a hit: at the top dose activation, most hits filed as activators; 320,000 compounds, 2.4% hits;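 note: potency is the fitted concentration of half-maximal effect; % of control where 0% means no effect; nearly all actives have a fitted effect of over 60% in size; reporter is driven by a mutant NPC1 promoter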
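NPC1 promoter–luciferase Huh7 cells; 24 h compound; luminescence.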
KCNH2 3.1 inh: blocks the human KCNH2 3.1 channel isoform; U2OS KCNH2 3.1, thallium flux FluxOr; active compounds read low; activity change, % (tested at about 1.8 µM); 340,000 compounds, 0.95% hits; AID 720553;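 active = maximum activity change below -70%; inconclusive = maximum activity change from -70% to -50%; inactive = maximum activity change above -50%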;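 note: thallium influx rate constant from kinetic fluorescence after stimulation buffer; % is set by controls: 0 for no effect and ±100 for the full control effect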
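We transduce U2OS cells with the mutant 3.1 virus, culture them overnight, load FluxOr with Red40 quencher for 45 min, then add stimulation buffer and read kinetically for 2 min to derive a normalized rate constant.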
FLuc modulator: firefly luciferase modulation, counter-screen for miR-21 project; purified FLuc, Km substrates, luminescence inhibition; Potency, µM (titrated, usually from 57.5 µM), inactives show top-dose activity change, negative = inhibition, hits mostly inhibitors; 360,000 compounds, 6.9% hits; P08659; AID 588342;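 note: potency is the fitted concentration of half-maximal effect; plate controls were vehicle for no effect and reference inhibitor for full effect; nearly all actives have a fitted effect of over 55% in size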
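Purified P. pyralis luciferase, 10 nM final, with Km-level 10 uM D-luciferin and 10 uM ATP in 50 mM Tris acetate pH 7.5, 10 mM Mg acetate, 0.01% Tween-20, 0.05% BSA; 6-point qHTS titration about 60 µM downward; luminescence read.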
Tb PFK inh: inhibitors of T. brucei phosphofructokinase; O15648; T. brucei PFK, ADP-Glo luminescence; Potency, µM (top dose mostly 57.5 µM), inactives show at the top dose activity, negative = inhibition, hits mostly inhibitors; 330,000 compounds, 0.17% hits; AID 485367;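 note: potency is the fitted concentration of half-maximal effect; 0% = uninhibited 1x PFK enzyme wells and -100% = no-enzyme wells; nearly all actives have a fitted effect of over 60% in size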
Target sequence (O15648 whole entry, looked up): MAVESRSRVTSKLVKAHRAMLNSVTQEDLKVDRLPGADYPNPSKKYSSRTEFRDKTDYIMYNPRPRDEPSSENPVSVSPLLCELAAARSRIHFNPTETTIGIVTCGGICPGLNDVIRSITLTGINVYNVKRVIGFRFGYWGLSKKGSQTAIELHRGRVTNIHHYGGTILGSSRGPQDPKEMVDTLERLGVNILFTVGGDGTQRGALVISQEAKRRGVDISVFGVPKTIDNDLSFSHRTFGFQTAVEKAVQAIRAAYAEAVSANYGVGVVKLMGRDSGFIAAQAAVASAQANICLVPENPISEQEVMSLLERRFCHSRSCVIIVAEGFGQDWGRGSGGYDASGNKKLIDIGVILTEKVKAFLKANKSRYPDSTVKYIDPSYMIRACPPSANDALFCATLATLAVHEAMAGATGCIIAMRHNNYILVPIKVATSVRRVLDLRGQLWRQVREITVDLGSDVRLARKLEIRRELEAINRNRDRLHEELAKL
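1.25 nM PFK with 0.5 mM F6P and 0.1 mM ATP in 0.1 M TEA pH 8.0, 5 mM MgCl2, incubated 45 min at room temperature; ADP measured by ADP-Glo luminescence; compounds titrated up to 57 uM.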
Rab9 promoter act: Rab9 promoter activation. Huh7 Rab9 promoter-luciferase reporter, luminescence, 24 h. Potency, µM (top dose mostly 9.22 µM), inactives show at the top dose activation, negative = inhibition, actives largely listed as activators. 320,000 compounds, 2.8% hits; note: potency is the fitted concentration of half-maximal effect; % of control where 0% means no effect; nearly all actives have a fitted effect of over 60% in size
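Huh7 cells stably carrying a Rab9 promoter-luciferase reporter, 1500 cells per well in OP-MEM I with 10% FBS, treated with compound 24 hours at 37C. Luciferase activity read by luminescence after 10 minutes with Amplite reagent.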
* = called active by the depositor; ? = inconclusive; / = no result given; & = joins results of further samples; [ ] = dose if it differs, or a comment. Unless noted, calls come from the whole dose curve; as a rule, active = well fitted curve in the direction sought with a large enough effect; inconclusive = small, poorly fitted or top-dose-only effect, or another doubt; inactive = no such curve, though single readings can be large; an effect the other way counts as inactive or inconclusive.

Screens in order: FBPA coupling cs, ELG1 genotox, Gal4-VP16 FLuc, uPA generation, RORgamma inh, Giardia killer, NPC1 prom act, KCNH2 3.1 inh, FLuc modulator, Tb PFK inh, Rab9 promoter act
> COc1ccc(-c2nnc(SCC(=O)Nc3ccc4c(c3)OCCO4)n2N)cc1OC
→ 3, 1%, -1%, 0%, -9%, -6, 1%, -7, -18%, 4%, -5%
> COc1ccc(CCNC(=O)CN2CCN(Cc3ccc(F)cc3)C2=O)cc1OC
→ 3, 2%, -9%, 15%, -9%, -11, 0%, 0, 0%, 0%, -1%
> O=C(Nc1nnc(Cc2ccc(Cl)cc2)s1)c1ccncc1
→ 9, 3%, -13%, 1%, 4%, -17, 1%, 11, ?, -5%, -4%
> O=C(CCNC(=O)C1CCN(S(=O)(=O)c2ccccc2)CC1)NCc1ccccn1
→ /, 1%, 4%, -16%, -4%, -2, 1%, 8, 2%, 0%, -1%
> O=C(NCC1CCCN1S(=O)(=O)c1cccs1)c1c(F)cccc1F (centres undefined)
→ /, 1%, /, 0%, /, 1, 0%, -7, -1%, 4%, -3%
> CC1=C(C(N)=O)C(c2ccc(Br)cc2)n2ncnc2N1 (centres undefined)
→ -1, 6%, 13%, -12%, -6%, 11, -3%, -6, 0%, 12%, -4%
> COc1ccc(C(CC(=O)Nc2ccccc2OC)n2cccc2)cc1 (centres undefined)
→ 1, -10%, -11%, -1%, -1%[10 µM], 9, 4%, -19, ?, 1%, -1%
> COc1cccc2sc(N(CCCN(C)C)C(=O)C(c3ccccc3)c3ccccc3)nc12
→ 1, 1%, ?, 5%, ?, 11, -6%, 20, 7%, 0%, 1%
> CC1C(=O)CC(c2ccco2)NC1c1ccco1 (centres undefined)
→ -1, -9%, 0%, /, 1%, /, 1%, /, -2%, -3%, 5%
> C=CCn1c(SCC(=O)OC)nc2sc3c(c2c1=O)CCN(C)C3
→ -5, 0%, 0%, /, 0%, /, -3%, /, 3%, 3%, 0%
> O=[N+]([O-])c1cc(-c2ccc(/C=N/n3cnnc3)o2)ccc1Cl
→ 1, -4%, -4%, -2%, -28%, -21, 0%, -6, 2%, -5%, -1%
> Nc1nncn1C(=O)c1ccc(Cl)cc1Cl
→ 0, 0%, -9%, -5%, -20%, -2, -16%, 1, 3%, 3%, -14%
> Cc1ccc(S(=O)(=O)n2c3ccc(F)cc3c3nc(C)sc32)cc1
→ -9, 1%, -6%, /, 35%, /, 0%, /, -15%, 0%, 0%
> CC1CN(C(=S)Nc2ccc(Br)cc2)CC(C)O1 (centres undefined)
→ 3, -1%, ?, 14%, ?, 0, 3%, 9, -3%, -13%, 0%
> COc1cc(OC)c(OC)cc1CN1CCCC(C(=O)c2sccc2C)C1 (centres undefined)
→ 2, -1%, 1%, 8%, 7%, 3, 1%, -16, 1%, -5%, 0%
> O=C(CN(C(=O)CNS(=O)(=O)c1ccc(F)cc1)C1CCCC1)NCc1ccco1
→ 0, 1%, 11%, -1%, 2%, -19, 0%, -1, 0%, 1%, 2%
> Cc1ccc(C(=O)OCC(=O)N2CCOCC2)cc1
→ -2, ?, -7%, 2%, -12%, -6, 20%, ?, ?, -2%, ?
> Cc1ccc(OCC(=O)N(C)CC(=O)Nc2cccc(F)c2)cc1
→ /, 7%, -7%, 0%, 12%, 9, -4%, -1, ?, -3%, -2%
> CCn1cc(C(=O)OCC(=O)Nc2cc(S(=O)(=O)N(C)C)ccc2C)c(=O)c2ccc(C)nc21
→ 5, -3%, -9%, 3%, -27%, 0, -4%, 7, -1%, -4%, -11%
> COc1ccc(CCNC(=O)/C(=C/c2cccnc2)NC(=O)c2ccccc2)cc1
→ 0, -1%, -3%, -3%, 2%, 20, -3%, -8, 6%, -2%, -1%
> c1ccc(Nc2ccccc2)cc1
→ /, 1%, 7%, 1%, 4%, 3, -5%, -2, 5%, 0%, -6%
> CC1(C)c2ssc(=S)c2-c2ccccc2N1C(=O)CSC1=NCCS1
→ -1, -11%, 0%, 5%, 11µM*, -10, -2%, -18, 4%, 0%, -1%
> Cc1ccc(-c2c[n+](Cc3cccc(Cl)c3)c3n2CCC3)cc1
→ 0, -12%, -2%, -19%, ?, -13, -7%, -26, 4%, ?, -14%
> CC(Cc1ccco1)NC(=O)c1cccc(S(=O)(=O)N(C)C)c1 (centres undefined)
→ -1, 15µM*, 16%, -2%, 36%, 18, ?, -8, ?, 0%, ?
> C[C@H]1C=CC(=O)O[C@H]1c1ccccc1
→ 5, /, -1%, 2.5µM*, -9%, 3&9, /, -6, /, /, /
> CC1CCN(C(=O)c2[nH]cnc2C(=O)Nc2ccccc2)CC1
→ /, 1%, /, 16%, /, -1, /, 3, /, 2%, /
> O=C1CN(S(=O)(=O)c2cccc(C(=O)O)c2)c2ccccc2N1
→ -2, -1%, 0%, 3%, -16%, -14, 0%, -2, 0%, -5%, 1%
> O=C(Nc1cccc2ncccc12)C(c1ccccc1)c1ccccc1
→ 2, -5%, 3%, -7%, 16%, 2, -4%, 11, 1%, -2%, -4%
> COCc1ccc(C(=O)Nc2ccc(C(=O)O)cc2)o1
→ 4, 8%, 0%, 0%, 1%, -9, 25%, -3, ?, -19%, 29%
> COc1nc(-c2ccc(C)cc2)ccc1-c1noc(-c2ccco2)n1
→ -2, ?, -3%, 5%, -2%, -7, ?, 4, 19µM*, -1%, ?

Reprinted from the part before: 4 entries, then new ones.
Screens in order: FBPA coupling cs, ELG1 genotox, Gal4-VP16 FLuc, uPA generation, RORgamma inh, Giardia killer, NPC1 prom act, KCNH2 3.1 inh, FLuc modulator, Tb PFK inh, Rab9 promoter act
> O=C1CN(S(=O)(=O)c2cccc(C(=O)O)c2)c2ccccc2N1
→ -2, -1%, 0%, 3%, -16%, -14, 0%, -2, 0%, -5%, 1%
> O=C(Nc1cccc2ncccc12)C(c1ccccc1)c1ccccc1
→ 2, -5%, 3%, -7%, 16%, 2, -4%, 11, 1%, -2%, -4%
> COCc1ccc(C(=O)Nc2ccc(C(=O)O)cc2)o1
→ 4, 8%, 0%, 0%, 1%, -9, 25%, -3, ?, -19%, 29%
> COc1nc(-c2ccc(C)cc2)ccc1-c1noc(-c2ccco2)n1
→ -2, ?, -3%, 5%, -2%, -7, ?, 4, 19µM*, -1%, ?
> Cc1ccc(S(=O)(=O)N(C)Cc2ccc(-c3nnco3)cc2)cc1
→ 1, -3%, 0%, 18%, ?, 14, -1%, 38, -3%, 7%, -2%
> COc1ccc(CC(NC(C)=O)C(=O)NC2CCN(C(=O)c3cnccn3)CC2)cc1 (centres undefined)
→ 4, 3%, 0%, -2%, -33%, 8, -3%, -4, 4%, 3%, -2%
> O=C(CCNC(=O)c1ccc([N+](=O)[O-])cc1)NCCC1=CCCCC1
→ /, -3%, /, 3%, /, -13, -5%, 1, -2%, -4%, -3%
> COc1ccccc1C(=O)N1CC(=O)Nc2ccc(F)cc2C1c1ccccc1 (centres undefined)
→ 2, 0%, 8%, -9%, 20%, -6, -7%, -3, 1%, -3%, 8%[1.84 µM]
> CC1(C)CC(NC(=O)c2ccc(Cl)cc2)CC(C)(C)N1
→ 0, -4%, -10%, 1%, -27%, -5, -2%, 4, 0%, 3%, 0%
> N/C(Cn1cncn1)=N\NC(=O)C(=O)Nc1cccc(C(F)(F)F)c1
→ 4, 1%, 7%, -11%, 1%, 16, 0%, 17, 0%, -4%, -4%
> COCCNC(=S)N(CCc1c(C)[nH]c2ccc(F)cc12)Cc1ccc(C)cc1
→ 1, -6%, ?, 8%, ?, 10, -4%, 6, 0%, -6%, -5%
> Nc1ncncc1-c1ccc(Cl)cc1
→ -5, -3%, -3%, -1%, 6%, -2, -1%, -3, 6%, 1%, -2%
> COC(=O)[C@]1(C)CCC[C@@]2(C)C3CC[C@@]4(C)C[C@]3(CCC21)CC(=O)N4C (some centres undefined)
→ /, -6%, /, 10%, /, 4, 6%, 16, 0%, 6%, -3%
> COc1ccc(C(C)(C)C)cc1NC(=O)CN1C(=O)C(=O)N(Cc2ccco2)C1=O
→ /, -2%, /, 1%, /, -6, -2%, -4, -4%, -8%, -4%
> O=C(c1cnn2c1NC(c1ccco1)CC2C(F)(F)F)N1CCN(c2cccc(Cl)c2)CC1 (centres undefined)
→ 2, -16%, -14%[0.365 µM], -10%, ?, -4, -7%, -10, 6%, -9%, -8%
> Cc1ccc(NC(=O)COC(=O)/C=C/c2cccc(Cl)c2)cc1S(=O)(=O)N1CCOCC1
→ 2, 2%, ?, -2%, ?, 9, 2%, -14, -20%, -3%, -1%
> CCOc1ccc(-c2cnc3n2CCC3)cc1
→ 1, 2%, -27%, -9%, 16µM*, 7, 0%, 7, -16%, -2%, -2%

Screening data (PubChem BioAssay)
